Screening results from PubChem.
GALR2 blocker: antagonists of human galanin receptor 2 (GALR2); AID 828; O43603; hit rate 0.39% among 140,000; GALR2-expressing cells, antagonist mode; inhibition, % at 4 µM; in the data active means inhibition above about 27%;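 further: cells stimulated with galanin 1-16 at roughly its EC80; 0% = agonist challenge control and 100% = basal control without agonist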
Target sequence (O43603 whole entry, looked up): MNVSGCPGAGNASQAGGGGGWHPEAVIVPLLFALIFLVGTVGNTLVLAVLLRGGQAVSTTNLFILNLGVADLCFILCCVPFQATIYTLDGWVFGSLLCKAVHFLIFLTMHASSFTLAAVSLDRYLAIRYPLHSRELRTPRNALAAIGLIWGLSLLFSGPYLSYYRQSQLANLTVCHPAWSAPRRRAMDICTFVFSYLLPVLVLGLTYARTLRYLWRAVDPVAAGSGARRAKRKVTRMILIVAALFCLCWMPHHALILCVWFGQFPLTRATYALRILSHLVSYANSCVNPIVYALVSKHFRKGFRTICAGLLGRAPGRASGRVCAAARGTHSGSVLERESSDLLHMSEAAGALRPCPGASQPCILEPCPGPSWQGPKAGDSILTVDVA
NPY-Y2 antag: antagonists of human neuropeptide Y receptor Y2 | NPY-Y2 expressing cells, antagonist mode | AID 793 | inhibition, % at 2.7 µM | hit rate 0.99% among 140,000 | P49146; in the data active means inhibition above about 17%;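 further: 0% = vehicle with agonist challenge and 100% = reference antagonist with challenge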
Target sequence (P49146 whole entry, looked up): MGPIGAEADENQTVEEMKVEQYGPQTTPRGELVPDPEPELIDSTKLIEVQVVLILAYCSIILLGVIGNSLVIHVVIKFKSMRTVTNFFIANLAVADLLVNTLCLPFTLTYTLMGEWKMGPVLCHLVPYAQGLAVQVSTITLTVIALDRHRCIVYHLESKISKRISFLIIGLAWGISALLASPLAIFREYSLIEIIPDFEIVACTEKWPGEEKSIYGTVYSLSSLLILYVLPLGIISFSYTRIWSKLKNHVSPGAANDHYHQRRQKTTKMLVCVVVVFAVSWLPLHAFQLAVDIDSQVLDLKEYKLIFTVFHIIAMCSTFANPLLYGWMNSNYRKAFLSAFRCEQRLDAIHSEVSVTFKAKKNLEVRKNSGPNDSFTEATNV
BB579 growth dn: reduces growth of yeast BB579 in restrictive medium; inhibition, % at 10 µM; S. cerevisiae BB579 growth, OD615, 48 h; hit rate 0.51% among 140,000;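 active means inhibition above a set limit, 3 SD over the mean compound inhibition, cut at about 44% in these data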; further: inactives centre near -24
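System: DeaD yeast strain BB579; buffer or medium: CSMM-D dextrose restrictive medium; technique: OD at 615 nm; schedule: 4 h cell preincubation, 48 h compound exposure, 30 °C humidified; doses: single 10 µM dose; controls: amphotericin B 10 µg/mL, positive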
Measles CPE: protection of cells from measles virus; Measles virus-infected cells, CPE protection, absorbance; protection (pct of control), % at 4 µM; hit rate 1.5% among 140,000; in the data active means protection mostly above about 24%, no sharp cut-off; inactive means mostly below about 26%; further: some compounds called inactive have numbers as strong as hits
MRP1 act: activators of MRP-1. H69AR cells + doxorubicin, viability rescue, CellTiter-Glo. viability increase, % at 10 µM. hit rate 0.61% among 140,000. AID 799;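 active means viability gain under doxorubicin at or above a set limit, the compound median plus 3 SD, cut at about 4.7% in these data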;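 further: MRP-1 overexpressing cells given doxorubicin 25 µM after compound pretreatment; 18-22 h compound pretreatment then 72 h with doxorubicin before readout; 0% = doxorubicin-only wells and 100% = vehicle-treated cells without doxorubicin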
Yeast life ext: extends the lifespan of yeast; S. cerevisiae growth with nicotinamide, OD615; deaD strain in restrictive glucose medium; inhibition of the nicotinamide effect, % at 10 µM; hit rate 0.68% among 130,000;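 active means inhibition above a set limit, placed 3 SD over the median of all compounds, cut at about 26% in these data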;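 further: 0% = nicotinamide-treated wells and 100% = cells grown without nicotinamide; some compounds called inactive have numbers as strong as hits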
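assay system = DeaD-strain S. cerevisiae | buffer or medium = restrictive glucose medium | reagent = 1.5 mM nicotinamide | compound = 10 µM single point, 0.25% DMSO | incubation = 48 h compound exposure at 30 °C, humidified | signal = OD615 measurement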
HCT116 PTEN-null: suppresses growth of cells with PTEN deletion | viability, % at 10 µM | AID 827 | HCT116 PTEN-null viability, CellTiter-Glo, 60 h; hits give low values | hit rate 1.2% among 140,000;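 active means viability at or below a set limit, 4 SD under the median of all tested compounds, cut at about 3.7% in these data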;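 further: PTEN knockout HCT116 line with beta catenin targeted HCT116 as companion control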
bCat KO growth: beta-catenin-lacking colon tumor cell growth suppression. HCT116 beta-catenin knockout viability, CellTiter-Glo, 60 h; hits give low values. viability, % at 10 µM. hit rate 1.5% among 140,000. AID 818;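 active means viability at or under a set limit, the compound median less 4 SD, cut at about 6% in these data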;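 further: 0% = Hyamine 1622 control at 20 µM and 100% = untreated cell control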
E-sel TNF inh: TNF alpha driven E-selectin expression inhibition; HUVEC TNFa-induced E-selectin immunofluorescence, high content; inhibition, % at 2 µM; hit rate 0.71% among 120,000;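 active means inhibition above the batch mean plus 3 SD, and confirmed as a hit on visual image review, cut at about 43% in these data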;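 further: 0% = TNF-stimulated DMSO wells and 100% = unstimulated control wells; not every result past the cut was called active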
Phagocyt inh: macrophage phagocytosis inhibition; J774A.1 macrophage IgG-bead phagocytosis, imaging; inhibition, % at 5 µM; hit rate 0.07% among 110,000;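 active means inhibition above the mean of the plate negative controls plus 5 SD, cut at about 13% in these data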;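 further: phagocytic index as fraction of beads internalized from green versus red external bead signal; plate controls were DMSO negative control for no effect and cytochalasin-D positive control for full effect; some results beyond the cut were filed as inactive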
An asterisk follows results filed as active; . = no result given.

SMILES	GALR2 blocker	NPY-Y2 antag	BB579 growth dn	Measles CPE	MRP1 act	Yeast life ext	HCT116 PTEN-null	bCat KO growth	E-sel TNF inh	Phagocyt inh
O=C(Cc1ccc(-n2cnnn2)cc1)NC12CC3CC(CC(C3)C1)C2	6	-1	-8	11	-2.4	-3	88	95	-6	-1
COc1ccc(C(=O)NC(=S)N(Cc2ccccc2)Cc2ccccc2)cc1	4	-4	11	7	-3.0	-16	22	21	-41	.
Cc1cc(/C=N/n2cnnc2)c(C)n1-c1ccc(C(=O)O)cc1	-6	4	-47	17	0.1	-7	101	98	3	-1
CCOc1ccc(NC(=O)CCSc2nnc(C)s2)cc1	13	2	12	6	-1.1	-18	99	88	-6	.
O=C(CN1CCOCC1)N(c1ccccc1)c1ccc2ccccc2c1	-4	-1	-77	2	-0.8	-8	92	100	1	1
O=C(CC(Nc1ccc(F)cc1)C(=O)O)c1ccccc1 (stereo not given)	2	6	-19	2	-0.6	-5	85	78	-30	0
O=C(CSc1nc2ccccc2o1)N/N=C/c1ccccc1	6	4	-13	27	2.7	6	107	100	.	-4
C/C(CC(=O)NCc1ccccc1)=N\NC(=O)c1cnccn1	2	1	-9	9	1.6	2	94	86	.	-1
CCS(=O)(=O)n1nc(NCc2cccc(OC)c2)nc1NCc1cccc(OC)c1	-1	3	-32	9	-1.6	-4	78	84	-11	4
CN(C)S(=O)(=O)c1ccc(NCC2COc3ccccc3O2)c([N+](=O)[O-])c1 (stereo not given)	-3	1	-25	6	-1.9	7	80	81	.	-2
COc1ccc(N2C(=O)CC(N3CCN(c4nc5ccccc5s4)CC3)C2=O)cc1 (stereo not given)	9	-1	-22	6	4.1	-2	94	92	2	.
Cc1nnc(SCC(=O)NCc2ccccc2)s1	6	1	-65	20	-0.5	1	102	98	-24	-2
CCCc1nnc(NC(=O)CN2C(=O)c3ccccc3S2(=O)=O)s1	2	-2	-29	14	-0.6	-13	85	80	-5	0
COC(=O)C1=C(C)N=C2SCCC(=O)N2C1c1ccc(OC(=O)c2ccco2)cc1 (stereo not given)	-9	6	-17	5	-2.3	.	88	89	-10	.
COc1ccc(-c2ccccc2)cc1NCc1ccc(OC)c(OC)c1	1	1	-3	19	-2.8	-2	92	87	-8	-12
COc1cc(NC(=O)C2CCCN2S(=O)(=O)c2ccc3c(c2)CCC(=O)N3)cc(OC)c1 (stereo not given)	-3	-1	-15	8	-0.6	-5	106	94	11	0
Cc1ccc(C)c(NC(=S)N(C)CCc2ccccn2)c1	15	0	-27	4	-1.8	0	100	95	.	1
O=C1Nc2ccc(S(=O)(=O)N3CCCC3C(=O)O)c3cccc1c23 (stereo not given)	2	3	-10	2	-1.2	-3	92	92	.	0
CN(C)c1nc(Oc2ccc(=O)n(C)n2)nc(N2CCOCC2)n1	-4	2	-43	1	-3.0	-11	98	110	-1	-1
CCOC(=O)c1nnn(CC(=O)N2N=C(c3ccc(Cl)cc3)CC2c2ccccc2)c1C(=O)OCC (stereo not given)	3	2	-24	3	-2.1	.	72	67	-20	.
CN1CCCN(Cc2ccc(Cl)cc2Cl)CC1	-3	0	-28	33	-0.9	-6	67	61	.	0
C=CCC(=O)OCC(=O)Nc1ccc(Cl)cn1	6	2	-42	4	-0.9	-11	94	94	-2	-2
CCC(Sc1nc(=O)cc(N)n1CCc1ccccc1)C(=O)Nc1cc(C)on1 (stereo not given)	9	2	-23	18	0.0	1	109	99	.	0
CCOC(=O)c1c(NC(=O)c2ccc(Cl)cc2)csc1C	3	8	-11	10	-1.1	-3	94	87	.	0
CCOC(=O)c1ccc(NC(=O)CSc2nnc(COc3ccccc3OC)n2C)cc1	6	1	-22	1	-1.4	-6	105	99	-5	-1
Nc1cnc(-c2ccccc2)nc1Cl	14	3	-12	6	1.1	-5	101	94	.	.
CCOC(=O)C1CCN(c2ncnc3c2oc2ccccc23)CC1	-3	8	9	3	-0.9	-8	82	80	-13	0
O=C(N/N=C/c1cn(-c2ccccc2)nc1-c1cc2ccccc2o1)c1cccnc1	17	0	-33	2	-4.5	-4	3.5*	7	.	-1
O=C(Nc1sc2c(c1CN1CCOCC1)CCC2)c1ccc(F)cc1	8	8	-12	15	-1.2	4	87	90	.	.
Cc1cc(C)n(CCCNC(=O)c2ccc(S(=O)(=O)NCc3ccco3)cc2)n1	-10	0	-39	9	-1.0	-7	106	95	-4	-1
CCCNCc1cc(OC)c(OCC(=O)NCCc2ccccc2)cc1Br	14	2	-28	13	-1.8	4	92	94	.	-2
O=C(CNC(=O)c1ccc(Br)o1)Nc1cccc(-c2cnc3ccccc3n2)c1	0	0	5	3	-2.2	-24	85	81	-16	-1
Cc1ccc(C(C)C)c(OCC(=O)NNC(=O)C(C(C)C)N2C(=O)c3ccccc3C2=O)c1 (stereo not given)	7	1	-49	13	0.6	-4	102	92	.	-14
COC(=O)c1sccc1-c1ccc(/C=N/OC(=O)c2ccccc2)o1	-4	2	-48	7	1.5	-26	96	94	-19	.
CCOC(=O)Cc1cc(-c2ccc(O)cc2)nc2ccc3ccccc3c12	12	5	-12	13	-4.3	-9	72	82	-17	1
COc1ccc(/C=C/C(=O)NCCCc2ccccc2)cc1	-1	11	2	4	-1.3	-1	95	98	.	-6
CCOC(=O)c1cnc(SC2CC(=O)N(c3ccc(OC)c(OC)c3)C2=O)nc1N (stereo not given)	12	-2	-30	21	0.9	1	102	107	-23	0
Cc1ccc2cccc(SCC(=O)NCc3ccco3)c2n1	-1	2	-8	3	-3.0	-5	93	86	-51	-1
O=C(Nc1nc2ccccc2[nH]1)c1ccc(Cl)c(S(=O)(=O)N2CCCC2)c1	4	1	-47	21	-2.3	-11	39	25	0	-2
COc1ccc(Cc2nc(C(=O)Nc3ccc(Cl)cc3)cs2)cc1	-10	19*	-64	5	0.3	-14	85	68	.	1
C=CCn1c(SCC(=O)Nc2cc(C)nn2-c2ccccc2)nnc1C1CCCCC1	1	2	-41	24	-3.4	5	94	88	10	-3
Cc1ccc(OC(=O)c2ccccc2P(=O)(O)O)cc1	-4	3	-25	9	0.0	0	97	95	4	0
CC(C)(C)c1ccc(Cn2cnc(-c3ccc([N+](=O)[O-])cc3)c2)cc1	10	2	-36	9	-0.3	0	48	33	.	-6
CC1CCCCC12NC(=O)N(CC(=O)Nc1ccc(N3CCOCC3)cc1)C2=O (stereo not given)	-8	1	-2	4	-1.2	-6	98	93	.	-11
O=C(NC1CCCCC1)c1ccc(CNc2c(N3CCOCC3)c(=O)c2=O)cc1	-10	0	33	17	-1.1	-2	91	91	13	.
CC1CCCCC1NC(=O)COC(=O)c1ccc(S(=O)(=O)N2CCOCC2)cc1 (stereo not given)	-2	-2	-10	6	-0.4	-6	109	103	19	-2
COc1ccc(N2CCN(Cc3nc(N)nc(N4CCCc5ccccc54)n3)CC2)cc1	-8	6	-1	8	-1.7	-11	87	97	18	0
Nc1ccc2nc(-c3cccnc3)[nH]c2c1	2	3	-18	12	-2.2	3	93	93	.	-9
COc1cc(OC)c(NC(=O)CCNC(=O)Cn2cnc3ccccc3c2=O)cc1Cl	12	3	-8	4	-3.9	-12	86	73	.	1
O=C(NCc1ccco1)c1cnn2c(C(F)(F)F)cc(-c3ccco3)nc12	8	7	-15	22	-3.4	-13	76	72	-5	1
CCn1c(SCC(=O)NCCc2ccc(F)cc2)nnc1-c1cccs1	-17	2	-33	4	-0.8	-17	96	105	.	.
O=S(=O)(c1ccc2c(c1)oc1ccccc12)N1CCOCC1	-1	4	6	11	-1.5	9	93	98	-11	-5
CCOC(=O)c1c(-c2ccccc2)csc1NC(=O)/C(C#N)=C/c1ccc(O)c(OC)c1	-4	-2	7	16	-2.0	-6	83	80	-22	-19
COc1ccc(CCNC(=O)c2cnc3n(c2=O)CCS3)cc1OC	0	3	-10	13	-0.9	-16	92	88	-14	.
Cc1ccc(Cn2ccc(NC(=O)c3cc(-c4ccccc4)on3)n2)cc1	-5	9	-26	9	-2.5	2	99	92	-4	-2
Cc1ccc2[nH]c(=O)c(CN(CCN3CCOCC3)C(=O)Nc3ccc(F)cc3)cc2c1	5	2	-8	11	-1.9	-16	62	65	.	-1
O=C(Nc1cc(Cl)ccc1Oc1ccccc1)c1ccc(F)cc1	-6	9	-42	4	0.2	-10	63	66	42	-4
COc1ccc(N2CCN(C(=O)CSc3nnc4ncccn34)CC2)cc1	0	1	-47	25	-0.4	-2	105	106	.	-1
CC(/C=C/c1ccccc1)=N/O	2	1	23	13	1.4	-14	.	99	.	0
CC1CN(c2nc3c(c(=O)n(Cc4ccc(Cl)c(Cl)c4)c(=O)n3C)n2C)CC(C)O1 (stereo not given)	-6	10	-21	14	-2.5	-12	57	63	-4	0

Two records picked at random from those above, as already listed:
SMILES	GALR2 blocker	NPY-Y2 antag	BB579 growth dn	Measles CPE	MRP1 act	Yeast life ext	HCT116 PTEN-null	bCat KO growth	E-sel TNF inh	Phagocyt inh
COc1cc(OC)c(NC(=O)CCNC(=O)Cn2cnc3ccccc3c2=O)cc1Cl	12	3	-8	4	-3.9	-12	86	73	.	1
Nc1ccc2nc(-c3cccnc3)[nH]c2c1	2	3	-18	12	-2.2	3	93	93	.	-9

(more compounds)
SMILES	GALR2 blocker	NPY-Y2 antag	BB579 growth dn	Measles CPE	MRP1 act	Yeast life ext	HCT116 PTEN-null	bCat KO growth	E-sel TNF inh	Phagocyt inh
COc1ccc([N+](=O)[O-])cc1/C=N/NC(=O)CNC(=O)C(c1ccccc1)c1ccccc1	-6	5	-38	8	-3.2	5	37	42	.	-7
CC(C)(C)C1CCC(=NNC(=O)c2ccccc2-n2cccc2)CC1 (stereo not given)	9	5	-31	15	-0.1	-3	104	98	2	-5
Nc1nc(-c2ccc(Br)cc2)cs1	-3	1	-9	2	-0.3	-18	86	79	.	-2
O=C(N/N=C/c1ccco1)c1ccccc1OCc1ccccc1Cl	8	14	-30	27	-3.9	-2	77	85	-10	-1
CCCCn1c(-c2cccs2)nc2nc3ccccc3nc21	-15	5	-19	3	-4.2	-8	59	61	18	0
COc1ccc(CCNC(=O)CN2C(=O)c3ccccc3S2(=O)=O)cc1OC	-29	5	-20	2	-0.5	1	103	86	-25	-1
O=C(NCc1ccccc1)c1ccc(S(=O)(=O)C(F)F)cc1	-7	2	-33	4	-2.6	-16	91	94	8	1
CC(C)c1ccc(NC(=O)Nc2cc3sccc3n2C)cc1	-4	-1	-17	8	-3.6	-8	75	75	.	0
CCOC(=O)Cn1c(-c2cccnc2Cl)nc2ccccc21	3	5	-10	4	-3.7	-21	101	99	-13	1
CN1CCN(c2ccc([N+](=O)[O-])cc2C(=O)c2ccc(Cl)cc2)CC1	-5	9	-65	14	-2.0	-5	21	14	-14	0
COc1cc(NS(=O)(=O)c2ccc3c(c2)n(C)c(=O)n3C)cc(OC)c1	-12	3	2	21	-3.8	-6	97	94	25	0
CN(C)S(=O)(=O)c1cc(NC(=O)CSc2nn(-c3ccc(Cl)cc3)c(=S)s2)ccc1Cl	18	1	-23	5	-2.5	1	7	7	72*	-4
NC(=O)CSc1nnc(-c2ccncc2)n1-c1ccc(Cl)cc1	5	6	-1	5	-0.9	-10	94	102	.	.
